DAGLB inh = blocks human DAGLB lipase activity; 340,000 tested, 0.059% active; inhibition, % at 5.17 µM; Q8NCG7; AID 504411; HEK293T DAGLB membrane lysate, EnzChek fluorogenic substrate; in the data active = inhibition above about 34%;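 also: 0% = enzyme with vehicle and 100% = wells lacking enzyme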
Target sequence (Q8NCG7 whole entry, looked up): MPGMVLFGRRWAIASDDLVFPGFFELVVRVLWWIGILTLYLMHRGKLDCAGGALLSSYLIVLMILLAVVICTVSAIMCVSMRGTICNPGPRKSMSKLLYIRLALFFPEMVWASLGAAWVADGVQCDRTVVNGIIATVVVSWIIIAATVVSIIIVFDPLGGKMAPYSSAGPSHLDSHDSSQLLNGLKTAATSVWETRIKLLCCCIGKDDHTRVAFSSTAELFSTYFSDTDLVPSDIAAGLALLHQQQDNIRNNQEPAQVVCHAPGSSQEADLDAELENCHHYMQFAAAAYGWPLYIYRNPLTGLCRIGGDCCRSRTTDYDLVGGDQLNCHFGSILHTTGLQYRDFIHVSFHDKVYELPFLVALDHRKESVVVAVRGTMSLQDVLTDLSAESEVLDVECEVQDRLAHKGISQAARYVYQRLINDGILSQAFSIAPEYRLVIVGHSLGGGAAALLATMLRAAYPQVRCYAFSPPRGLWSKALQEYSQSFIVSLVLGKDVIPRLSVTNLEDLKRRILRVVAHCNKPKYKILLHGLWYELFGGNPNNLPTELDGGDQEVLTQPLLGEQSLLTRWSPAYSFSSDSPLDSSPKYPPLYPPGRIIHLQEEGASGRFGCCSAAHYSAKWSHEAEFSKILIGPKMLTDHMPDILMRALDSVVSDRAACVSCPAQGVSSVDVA
SR-BI DiI inh = inhibitors of mouse SR-BI mediated HDL lipid uptake | ldlA[mSR-BI] CHO cells, DiI-HDL uptake fluorescence, 3 h | inhibition, % at 12.5 µM | 320,000 tested, 0.96% active | AID 488896;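 active = mean replicate inhibition of at least 70% and a set share of replicates each scoring 70 or more; inconclusive = meets just one of the two criteria; inactive = fails both criteria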;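 also: 0% = median of neutral control wells and 100% = median of positive control wells; values of inactives mirror those of a sister screen read the other way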
NSD2 HMT inh = NSD2 (human) methyltransferase inhibition | O96028 | NSD2 peptide methylation, AlphaScreen, 120 min | inhibition, % at 12.5 µM | 310,000 tested, 0.54% active; in the data active = inhibition above about 50%
LANA DNA inh = inhibitors of KSHV LANA C-terminal domain DNA binding. MBP-C-LANA/FAM-LBS DNA binding, fluorescence polarization. inhibition, % at 9 µM. 340,000 tested, 0.078% active;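 active = highest replicate inhibition at or above 60% at 9 µM, even if other replicates fall short; inactive = all replicates below 60% inhibition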;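 also: 0% = neutral control wells and 100% = 4 µM acridine orange control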
SR-BI DiI-HDL act = activators of SR-BI mediated HDL lipid uptake; AID 504775; 320,000 tested, 0.096% active; CHO ldlA[mSR-BI] cells, DiI-HDL uptake fluorescence, 3 h; 100 = double the neutral-control signal; activation, % at 12.5 µM;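 active = mean replicate activation of at least 60% and every replicate at or above 60%; inconclusive = mean or all-replicate condition met, but not both; inactive = mean below 60% and not all replicates reaching 60%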;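 also: 0% = median plate neutral-control signal and 100% = twice that signal; values of inactives mirror those of a sister screen read the other way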
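Material – SR-BI-overexpressing, LDLR-lacking CHO cells · Medium – BSA-supplemented, HEPES-buffered Ham's F12, pH 7.4 · Doses – single concentration · Times – compound with DiI-HDL co-incubation, 3 h at 37 °C · Measured by – bottom-read fluorescence, 550/595 nm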
RTF Ca sens inh = cardiac RTF calcium desensitization; P19429+P45379; 340,000 tested, 0.12% active; inhibition, % at 7.15 µM; IANBD-labeled cardiac RTF, Ca2+ fluorescence;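 active = inhibition above the mean inhibition of all tested compounds plus 3 SD, cut at about 17% in these data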;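 also: assay run at fixed EC70 calcium of 1.6 mM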
Keap1-Nrf2 PPI = inhibitors of human Keap1-Nrf2 protein-protein interaction; inhibition, % at 9.4 µM; 340,000 tested, 0.15% active; Keap1 Kelch-Nrf2 peptide fluorescence polarization, 1536-well; in the data active = inhibition above about 12%; inconclusive = no clear call, values can overlap the other calls; inactive = below about 7.3%;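 also: human Keap1 Kelch domain with fluorescein labeled Nrf2 9mer peptide probe; 0% = neutral control wells and 100% = peptide positive control; higher means more block of Keap1 binding to Nrf2 peptide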
Arrestin-AP2 inh = inhibitors of human beta-arrestin and AP2 interaction | FITC-arrestin peptide / GST-AP2 beads, flow cytometry; AP2 beta2 appendage carries R879A mutation | 340,000 tested, 0.31% active | inhibition, % at 10 µM;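 active = inhibition above a set limit, near 3 SD of compounds lacking own fluorescence, cut at about 54% in these data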;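 also: plate controls were DMSO wells for no effect and 5 µM unlabelled arrestin peptide for full effect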
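Material – GST-tagged AP2 beta2-adaptin appendage (R879A) on 4 µm glutathione beads · Probe or stimulus – fluorescein-tagged arrestin peptide at 50 nM final · Timing – 12 min plus 1 h, RT · Detection – bead flow cytometry, FITC channel · Read-out basis – inhibition as reduced fluorescein signal on beads, percent · Medium – PBS plus Tween 20 (0.05%) and BSA (0.1%)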
PKA-R2B act = activates the human PKA-R2B holoenzyme complex | activation, % at 11.4 µM | 340,000 tested, 0.079% active | P22694+P31323 | AID 504700 | PKA-R2B holoenzyme dissociation, Cy5-IP20 fluorescence polarization; R2B truncated from residue 108, S112A mutant; 0% DMSO only, 100% 113 µM cGMP;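 active = activation above a cutoff set at the mean over all compounds plus 3 SD, cut at about 18% in these data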;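 also: higher means more holoenzyme dissociation and a rise in polarization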
Target sequence (P31323 whole entry, looked up, other chains not shown, the tested form may be a part): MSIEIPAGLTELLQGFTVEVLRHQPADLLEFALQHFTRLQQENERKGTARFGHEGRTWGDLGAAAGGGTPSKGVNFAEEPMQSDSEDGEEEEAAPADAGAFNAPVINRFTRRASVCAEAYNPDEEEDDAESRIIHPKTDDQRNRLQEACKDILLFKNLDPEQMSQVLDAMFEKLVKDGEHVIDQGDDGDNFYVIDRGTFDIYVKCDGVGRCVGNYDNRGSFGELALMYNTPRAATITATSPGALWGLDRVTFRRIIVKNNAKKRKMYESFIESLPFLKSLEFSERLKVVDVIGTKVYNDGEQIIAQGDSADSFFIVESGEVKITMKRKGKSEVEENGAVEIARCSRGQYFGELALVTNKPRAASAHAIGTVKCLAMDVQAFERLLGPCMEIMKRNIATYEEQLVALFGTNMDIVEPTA
PvdQ inh = P. aeruginosa PvdQ acylase inhibition. purified PvdQ acylase, fluorescence plate reader. inhibition, % at 10 µM. 340,000 tested, 0.063% active; in the data active = inhibition above about 30%, passing the limit was not always enough; inconclusive = no clear call, values can overlap the other calls;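 also: 0% = vehicle neutral wells and 100% = reference inhibitor wells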
* marks the source's active call; other numbers are inactive results; ? = inconclusive; / = not tested or not shown. This is a random part of the collection. About 2.1% of those tested had a hit in this group.

SMILES	DAGLB inh	SR-BI DiI inh	NSD2 HMT inh	LANA DNA inh	SR-BI DiI-HDL act	RTF Ca sens inh	Keap1-Nrf2 PPI	Arrestin-AP2 inh	PKA-R2B act	PvdQ inh
CC(C)CC(OC(=O)c1ccco1)C(=O)NC1CCCC1 (configuration not stated)	-3	-14	-6	0.1	14	1	0	3	-2	10
CN=C(c1ccco1)n1c(=S)nc(-c2ccco2)n(C)c1=S	-2	-7	-4	-0.9	7	3	0	-9	-9	-9
CC(=O)c1cccc(NC(=O)c2cc(S(=O)(=O)N3CCOCC3)cs2)c1	0	78*	/	0.1	-78	4	-4	3	-6	3
COc1ccc(NC(=O)C2(c3ccc(NC(=O)c4ccc(OC)cc4)cc3)CCCC2)cc1	1	-18	0	-1.4	18	-4	0	-17	-11	-4
CC(=O)Nc1ccc(SCC(=O)NC(=O)c2ccccc2Br)cc1	0	-9	0	1.7	9	0	-6	-3	-4	-1
Cc1cc(C)c2c(CC(=O)O)coc2c1	-1	-9	42	-0.5	9	-1	-2	33	-5	3
Cc1nnsc1NC(=O)OCCCl	1	0	-1	4.2	0	-5	-1	-5	-11	-19
CCOC(=O)Cc1csc(NC(=O)c2ccc(C)cc2)n1	-12	32	-2	-2.3	-32	-5	-7	0	4	-13
Cc1ccc(Cn2c(C3CCCN3c3nc(C)cs3)nc3cc(C(=O)NCCCO)ccc32)cc1 (configuration not stated)	-1	-8	/	0.4	8	-21	0	6	-5	-16
CCC(C)n1c(=O)c(C(=O)Nc2ccccc2S(N)(=O)=O)c(O)c2ccccc21 (configuration not stated)	8	7	5	0.0	-7	-18	-2	8	6	-11
O=C1CN(C(=O)NCC(=O)N[C@@H](C(=O)O)c2ccccc2)c2ccccc2N1	4	-14	-7	0.5	14	-2	4	-10	-6	-3
CCCCCNC(=O)c1cccc(S(=O)(=O)N2CC3(C)CC2CC(C)(C)C3)c1 (configuration not stated)	-12	-11	-1	-0.4	11	-12	-4	-5	1	-13
N#CC1c2ccccc2C=CN1C(=O)c1ccccc1 (configuration not stated)	-1	-20	-1	8.0	20	-4	2	40	-7	8
CCOC(=O)N/N=C1\CC(C)S(=O)(=O)c2ccc(Cl)cc21 (configuration not stated)	1	-15	1	0.8	15	2	-4	0	6	-15
COC(=O)Nc1ccc(S(=O)(=O)N(C)C)cc1	-2	-9	-2	-0.1	9	-3	-1	7	12	-17
COc1ccccc1N(CC(O)Cn1c(C)nc2ccccc21)S(=O)(=O)c1ccccc1 (configuration not stated)	1	-11	3	0.7	11	0	1	14	0	-1
Cc1cccc(C(=O)NCC(=O)NCCSc2ccc(Br)cc2)c1	-2	-13	-2	-0.8	13	-27	-1	-5	-5	-21
O=[N+]([O-])c1ccc(SNc2ccccc2)c([N+](=O)[O-])c1	10	44	11	0.1	-44	1	1	5	-3	4
COc1ccc(NS(=O)(=O)c2ccc(OCC(=O)N3CCOCC3)cc2)cc1	1	-20	-2	1.8	20	-5	3	-5	-5	28
CCCCN(C)CCN1C(=O)C2C(C(=O)Nc3cccc(OC)c3)C3C=CC2(O3)C1C(=O)NC1CCCCC1C (configuration not stated)	-1	/	-2	-0.3	/	-10	0	16	-11	1
COc1cccc(CN2CCNC(=O)C2CC(=O)N(C)C2CCOCC2)c1OC (configuration not stated)	2	-7	2	1.6	7	-8	-2	-3	2	-4
CCOC(=O)c1c(NC(=S)Nc2cccnc2)sc(C)c1C	-1	14	1	2.8	-14	-4	-2	6	-7	-5
Cc1ccn2cc(-c3cccc(NS(C)(=O)=O)c3)nc2c1	0	-3	-6	0.5	3	-9	-2	29	-14	22
COc1ccc([C@H]2CC(=O)C=C(c3ccc(OC(F)(F)F)cc3)C2)cc1OC	-4	19	/	-1.9	-19	-4	-3	0	-23	-16
CCN(CC)CCN1c2ccccc2Sc2ccc3ccccc3c21	-1	2	3	1.7	-2	-2	3	9	10	-3

(next part)
SMILES	DAGLB inh	SR-BI DiI inh	NSD2 HMT inh	LANA DNA inh	SR-BI DiI-HDL act	RTF Ca sens inh	Keap1-Nrf2 PPI	Arrestin-AP2 inh	PKA-R2B act	PvdQ inh
CCOc1ccc(NC(=O)CN(C)C(=O)C2CSC3(C)CCC(=O)N23)cc1OCC (configuration not stated)	0	4	-4	0.2	-4	-3	0	1	-2	-13
Cc1cc(Oc2ccc(-c3ccccc3)cc2)nc(N2CCOCC2)n1	-14	35	1	-2.4	-35	-1	1	7	3	-3
O=C1CCCN1c1ccc(C(=O)N(Cc2nnc(-c3ccc(Cl)cc3)o2)C2CC2)cc1	0	15	0	0.0	-15	-14	2	18	-1	4
O=C(Cn1cnc2scc(-c3ccc(F)cc3)c2c1=O)N1CCOCC1	0	-18	-1	-3.3	18	-2	2	2	8	-7
COC(=O)c1ccc(C23CC4(C2)[C@H](CN(Cc2cccnc2)[C@@H]4c2ccccc2)C3c2ccc(Cl)nc2)cc1 (some centres not stated)	-4	-15	/	3.4	15	-13	-7	1	-7	-13
COc1ccccc1OCCC(=O)OCC(=O)c1[nH]c(C)c(C(C)=O)c1C	-2	/	4	3.6	/	0	-5	10	8	3
O=C(NCCCCCCCN1CCCCCCC1)C(C1CCCCC1)C1CCCCC1	-1	-18	6	-9.9	18	1	-1	-2	1	21
CN(C)c1ccc(C(C(=O)NC2CCCC2)N(C(=O)c2csnn2)C2CC2)cc1 (configuration not stated)	0	-8	1	-0.8	8	-2	1	17	11	-4
CC(=O)Nc1ccc(-c2csc(NCc3ccco3)n2)cc1	-1	16	6	-1.7	-16	-5	-4	2	6	-11
O=P1(O)C=C(c2ccccc2)OC(c2ccccc2)=C1	3	12	-1	0.8	-12	-1	5	-6	-2	-8
CCn1c(SCC(=O)Nc2ccccc2)nnc1-c1cccs1	3	/	1	1.6	/	9	-2	1	4	14
O=C1Nc2ccc(Br)cc2C1(O)Cc1ccccn1 (configuration not stated)	1	-1	1	-1.0	1	-1	-5	-3	-2	-9
c1nc(NCCN2CCOCC2)c2sc3nc(N4CCOCC4)c4c(c3c2n1)CCC4	0	-2	/	-0.9	2	-13	-3	9	11	-11
CCCCc1nnc(NC(=O)c2ccccc2OCc2c(C)noc2C)s1	0	-200	-6	0.5	?	-5	0	-2	-5	-8
Cc1ccc(S(=O)(=O)N2CCOCC2)cc1C(=O)NCc1cccnc1	0	-7	-5	0.7	7	2	3	3	3	-10
COc1ccc(C(=O)OCC(=O)N2CCc3ccccc32)cc1S(=O)(=O)N1CCOCC1	-2	0	-1	-1.4	0	2	-2	1	-5	-8
O=C(NCCC(=O)N1CCC2(CC1)NCCc1[nH]cnc12)c1ccc(Br)cc1	2	-8	-2	-1.6	8	-5	-2	-5	2	-2
CN(C(=S)NC(=O)c1ccccc1)c1c(N)n(Cc2ccccc2)c(=O)[nH]c1=O	-1	/	-1	0.2	/	-1	2	1	3	-9
Cc1ccc(NC(=O)CCN2CCN(C/C=C/c3ccccc3)CC2)cc1	-1	8	33	-0.5	-8	-8	1	17	7	-10
CC(=O)c1cccc(NC(=O)c2cc(-c3ccc(C)cc3)on2)c1	0	45	-2	-0.4	-45	-1	1	31	1	5
Cc1ccc(O)c(C2=Nc3ccccc3N=C(c3cccs3)C2)c1	-10	-26	-1	4.9	26	5	1	-4	-3	-6
Cc1ccc(NC(=O)CSc2nnc(-c3cccnc3)n2-c2ccc(C)cc2)cc1	-1	37	1	-2.4	-37	3	2	10	-1	-7
Cc1cccn2c(=O)c(/C=C(\C#N)C(N)=O)c(N3CCN(c4cccc(Cl)c4)CC3)nc12	4	3	0	4.7	-3	-3	-10	9	-2	-2
C=CCN(Cc1ccco1)S(=O)(=O)c1ccc(Cl)cc1	-1	-6	1	0.8	6	3	-1	27	-5	3
CCCOc1ccc(-c2nnn(CC(=O)c3c[nH]c4ccccc34)n2)cc1	-9	-6	/	2.0	6	-3	-4	2	-1	-6

Continued.
SMILES	DAGLB inh	SR-BI DiI inh	NSD2 HMT inh	LANA DNA inh	SR-BI DiI-HDL act	RTF Ca sens inh	Keap1-Nrf2 PPI	Arrestin-AP2 inh	PKA-R2B act	PvdQ inh
CCCCNCC(=O)Nc1sc(C)c(C)c1C(=O)OCC	-12	2	0	1.6	-2	-8	-1	2	-3	-9
Cc1ccc(Nc2nc(=O)[nH]nc2C)cc1	3	-9	-2	-0.4	9	-10	-1	-10	-5	-8
Cc1cnn(Cc2cccnc2)c1N	-2	-10	0	-1.9	10	-4	-6	1	-6	-10
COc1cc(O)c(CCC(=O)c2ccc(OC)c(OC)c2)c(OC)c1	-3	59	42	-3.3	-59	-5	0	-2	9	-19
OCC1(Cc2cccc(Cl)c2)CCCN(Cc2cnn(-c3ccccc3)c2)C1 (configuration not stated)	-1	/	/	-0.5	/	-10	-5	6	-12	-9
O=C(CSc1nc(-c2ccccc2)cc(=O)[nH]1)Nc1ccc(Br)cc1	8	-18	/	-3.5	18	-7	-8	-7	7	-19
C=CC[C@@H](CC(=O)N[C@@H](CO)Cc1ccccc1)C(=O)N[C@H](COC(=O)[C@H](CC=C)CC(=O)OC(C)(C)C)Cc1ccccc1	-2	18	/	1.4	-18	-1	-4	-6	-9	-5
CN(C)c1nc(N)c(C#N)c(C#N)c1C#N	-3	-14	-1	-0.5	14	2	-2	20	3	-4
C/C(=N/NC(=O)c1ccc(Br)o1)C(C)C	-6	-19	-3	-0.6	19	-5	0	30	7	3
CCCc1nc2oc3c(OC)ncnc3c2c2c1COC(C)(C)C2	-12	11	3	-1.1	-11	-1	-1	-3	6	-4
CCN1C[C@@H]2[C@@H]3C(=O)N(C)C(=O)[C@@H]3[C@](Cc3ccccc3)(C(=O)OC)N2C1=NC1CCCCC1	0	-4	/	-0.7	4	-1	-3	4	-1	-5
CC(=O)Nc1ccc(S(=O)(=O)NNc2ccc([N+](=O)[O-])cc2)cc1	0	0	/	-1.2	0	-18	-9	1	-3	-10
CC1CCN(C(=O)CCN2C(=O)C3C4C=CC(C4)C3C2=O)CC1 (configuration not stated)	2	8	-2	2.3	/	4	1	-8	-2	-1
Cc1nn(C)c(C(=O)Sc2cccc(Cl)c2)c1[N+](=O)[O-]	1	-2	2	-1.4	2	-3	0	-7	6	-19
Cc1ccc(S(=O)(=O)N(C)Cc2ccc(C(=O)N/N=C3\CCCC(=O)C3)cc2)cc1	1	/	2	1.0	/	-7	-8	-37	-2	-5
Cc1ccc(N2C(=O)c3ccccc3C2=O)cc1C	-8	18	0	0.1	-18	-6	1	6	-4	-3
COc1ccccc1CCNC(C)CCc1ccc(O)cc1 (configuration not stated)	-1	-28	32	-0.6	28	-2	-4	7	-5	-16

Bioassay records (PubChem BioAssay)
